Bioassay records: PubChem, The Scripps Research Institute Molecular Screening Center
CHRM1 agonist: human M1 muscarinic receptor agonism; activation, % at 3 µM; P11229; CHO-K1 hM1, Fluo-8 calcium fluorescence, agonist mode; 0% DMSO, 100% acetylcholine EC100; 360,000 tested, 0.33% active;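 active = activation above the run's mean compound activation plus 3 SD, cut at about 16% in these data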;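 also: peak over basal fluorescence ratio within a 140 s kinetic read after compound addition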
Target sequence (P11229 whole entry, looked up): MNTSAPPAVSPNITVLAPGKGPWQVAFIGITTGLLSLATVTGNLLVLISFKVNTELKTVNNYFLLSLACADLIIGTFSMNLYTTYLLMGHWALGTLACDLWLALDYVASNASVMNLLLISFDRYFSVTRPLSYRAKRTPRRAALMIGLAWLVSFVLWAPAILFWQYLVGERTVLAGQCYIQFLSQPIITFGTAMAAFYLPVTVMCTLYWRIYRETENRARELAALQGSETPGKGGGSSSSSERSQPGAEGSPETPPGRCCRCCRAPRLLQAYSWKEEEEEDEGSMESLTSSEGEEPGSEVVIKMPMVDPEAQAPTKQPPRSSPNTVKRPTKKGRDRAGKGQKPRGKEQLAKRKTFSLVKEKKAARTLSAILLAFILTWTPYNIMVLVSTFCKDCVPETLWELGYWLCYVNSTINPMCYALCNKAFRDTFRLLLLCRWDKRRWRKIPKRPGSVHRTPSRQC
M1 antag: blocks human M1 muscarinic receptor | CHO-K1 hM1, Fluo-8 calcium fluorescence, ACh EC80 antagonist | inhibition, % at 3 µM | 360,000 tested, 1.3% active | P11229;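 active = percent inhibition above its own plate's cutoff, namely the mean of that plate's compound wells plus 3 SD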;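 also: peak over basal fluorescence ratio during 140 s after agonist addition; 0% = ACh EC80 plus DMSO and 100% = DMSO alone without agonist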
CHRM4 antagonist: antagonists of human muscarinic M4 receptor (CHRM4); P08173; CHO-hM4 cells, ACh EC80, Fluo-8 calcium fluorescence; inhibition, % at 3 µM; 360,000 tested, 0.73% active;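 active = inhibition above its plate's cutoff, the mean inhibition of sample wells plus 3 SD, cut at about 27% in these data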;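 also: 0% = acetylcholine EC80 with DMSO and 100% = DMSO without agonist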
OXTR potentiate: potentiates the human oxytocin receptor response. P30559. CHO-OTR cells, Fluo-8 calcium fluorescence, potentiator mode; 0% = oxytocin EC15, 100% = EC100. activation, % at 3 µM. 320,000 tested, 0.061% active. AID 2445;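 active = activation above that plate's cutoff, the mean activation of tested compounds plus 3 SD, cut at about 6.6% in these data, passing the limit was not always enough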;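 also: 100% uses oxytocin at 75 nM as the full agonist control; some results filed as inactive read as strong as hits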
Target sequence (P30559 whole entry, looked up): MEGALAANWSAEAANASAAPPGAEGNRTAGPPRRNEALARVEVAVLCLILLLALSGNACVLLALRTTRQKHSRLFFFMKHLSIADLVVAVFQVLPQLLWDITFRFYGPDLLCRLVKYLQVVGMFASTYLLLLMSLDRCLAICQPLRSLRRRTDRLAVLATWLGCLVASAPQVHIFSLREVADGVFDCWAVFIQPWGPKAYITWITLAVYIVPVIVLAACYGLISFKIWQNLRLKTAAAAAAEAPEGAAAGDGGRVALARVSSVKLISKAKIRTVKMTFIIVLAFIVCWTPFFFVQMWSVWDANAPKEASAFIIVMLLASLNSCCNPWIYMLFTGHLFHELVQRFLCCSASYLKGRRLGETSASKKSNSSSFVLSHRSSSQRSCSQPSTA
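Replication – single well per compound, singlicate · Assay system – CHO cell line stably expressing human OTR · Timing – 6 min pre-incubation, 100 s read · Measure – normalized max/min fluorescence ratio, % activation · Doses – 3.0 µM, one dose · Detection – Fluo-8 calcium dye fluorescence · Probe or stimulus – oxytocin near EC15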
CHO parental Ca: signal in parental CHO cells, OX1R antagonist counter-screen; AID 463079; 330,000 tested, 0.63% active; inhibition, % at 5.6 µM; parental CHO-K1, ATP-induced calcium, Fluo-8 fluorescence;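 active = inhibition above that plate's mean sample inhibition plus 3 SD, cut at about 26% in these data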;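 also: 0% = ATP-challenged DMSO wells and 100% = DMSO wells without ATP; some compounds past the cut are filed as inactive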
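material = parental CHO cells | also added = ATP as calcium-mobilizing challenge | dosing = single point at 5.6 µM | detection = intracellular calcium via Fluo-8 no-wash fluorescent dye | read-out = % inhibition | benchmarks = low control ATP plus DMSO, high control DMSO only | repeats = one well per compound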
M1 ag parental: nonselective activator or artifact in parental CHO-K1 cells; 360,000 tested, 0.48% active; AID 602248; activation, % at 3 µM; Fluo-8 calcium fluorescence; scaled to maximal ATP response, vehicle zero; in the data active = activation above about 15%;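 also: untransfected CHO-K1 host cells lacking M1 receptor as counterscreen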
CHO-K1 Ca antag: M1 antagonist counterscreen hit in parental CHO-K1 cells. AID 602250. 360,000 tested, 0.6% active. ATP-induced calcium, Fluo-8 fluorescence. inhibition, % at 3 µM;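 active = inhibition above a per-plate cutoff, the plate's mean sample inhibition plus 3 SD, cut at about 24% in these data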;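 also: 0% = DMSO plus EC80 ATP and 100% = DMSO alone without ATP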
M4 ag: agonists of human muscarinic M4 receptor (CHRM4). CHO-K1 hM4/Gqi5, Fluo-8 calcium fluorescence; vehicle 0%, full acetylcholine response 100%. AID 624127. activation, % at 3 µM. 360,000 tested, 0.14% active;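 active = activation above the run mean over all test wells plus 3 SD, cut at about 32% in these data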;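 also: peak over basal fluorescence ratio per well then scaled between controls; 0% = DMSO wells and 100% = acetylcholine at EC100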
CHRM1 PAM: human CHRM1 positive allosteric modulation. CHO-K1 hM1, Fluo-8 calcium fluorescence, ACh EC20; 0% = ACh EC20, 100% = maximal ACh. activation, % at 3 µM. 360,000 tested, 0.088% active; in the data active = activation above about 19%, passing the limit was not always enough
Numbers without * were called inactive. No enrichment for hits; overall some 2.9% were active at least once.

For FC(F)(F)c1cc(C(F)(F)F)c2ccc(N3CCOCC3)nc2n1 the results were CHRM1 agonist -9, M1 antag -4, CHRM4 antagonist -10, OXTR potentiate 2, CHO parental Ca -8, M1 ag parental 1.2, CHO-K1 Ca antag -18, M4 ag 1 and CHRM1 PAM -1.
For Cn1c(SC2C(=O)CC(C)(C)CC2=O)nnc1-c1ccco1 the results were CHRM1 agonist -5, M1 antag -3, CHRM4 antagonist 2, OXTR potentiate 1, CHO parental Ca 2, M1 ag parental 0.2, CHO-K1 Ca antag -15, M4 ag 0 and CHRM1 PAM 4.
CC(C)n1c(=O)[nH]c(=O)n1C(C)C was read as CHRM1 agonist 0, M1 antag -10, CHRM4 antagonist -4, M1 ag parental 0.1, CHO-K1 Ca antag -13, M4 ag 1 and CHRM1 PAM 5.
`COc1ccc(S(=O)(=O)N2CCC(C(=O)NCCC(=O)NCc3ccccc3OC)CC2)cc1` gave CHRM1 agonist -3, M1 antag -15, CHRM4 antagonist -3, OXTR potentiate 5, CHO parental Ca -12, M1 ag parental 0.8, CHO-K1 Ca antag -7, M4 ag 0 and CHRM1 PAM 20.
For NC(=O)COC(=O)[C@@H]1CC(O)CN1S(=O)(=O)c1ccc2c(c1)OCCO2 (stereo not given in full) the results were CHRM1 agonist -1, M1 antag -20, CHRM4 antagonist 12, OXTR potentiate 0, CHO parental Ca 17, M1 ag parental -0.1, CHO-K1 Ca antag 7, M4 ag 0 and CHRM1 PAM 19.
Screening CN(Cc1nc(-c2ccccn2)no1)S(=O)(=O)c1ccc(Br)cc1 returned CHRM1 agonist -1, M1 antag -10, CHRM4 antagonist 5, OXTR potentiate -4, CHO parental Ca -24, M1 ag parental 1.0, CHO-K1 Ca antag 1, M4 ag 2 and CHRM1 PAM 7.
Cc1ccc(C(=O)NCC(=O)OCCCOC(=O)CNC(=O)c2ccc(C)cc2)cc1 was read as CHRM1 agonist -6, M1 antag -6, CHRM4 antagonist 0, OXTR potentiate -7, CHO parental Ca -14, M1 ag parental -0.5, CHO-K1 Ca antag -4, M4 ag 21 and CHRM1 PAM 7.
For CCNc1nc(OCCNC(C)=O)nc(N(C)C)n1 the results were CHRM1 agonist -2, M1 antag -2, CHRM4 antagonist -2, OXTR potentiate -9, CHO parental Ca -5, M1 ag parental -0.1, CHO-K1 Ca antag 13, M4 ag 1 and CHRM1 PAM 4.
For CCCCNC(=S)N/N=C/c1ccccc1F the results were CHRM1 agonist -7, M1 antag -11, CHRM4 antagonist 18, OXTR potentiate -11, CHO parental Ca -12, M1 ag parental -0.5, CHO-K1 Ca antag 5, M4 ag -3 and CHRM1 PAM 7.
S=C(NCCCN1CCOCC1)N(Cc1ccccc1)Cc1ccccc1 was read as CHRM1 agonist -11, M1 antag 2, CHRM4 antagonist 18, OXTR potentiate -5, CHO parental Ca -21, M1 ag parental 1.0, CHO-K1 Ca antag -9, M4 ag 0 and CHRM1 PAM -15.
Screening COc1cccc(CNC(=O)[C@@H]2CCCN2C(=O)[C@H]2CCCCN2S(=O)(=O)c2ccc(OC)c(C)c2)c1 returned CHRM4 antagonist -6, M1 ag parental -0.1, CHO-K1 Ca antag 1 and M4 ag 3.
`C=CCNS(=O)(=O)c1nc(C)c(Cl)c(C)c1C#N` gave CHRM1 agonist -2, M1 antag -1, CHRM4 antagonist -3, OXTR potentiate 1, CHO parental Ca -7, M1 ag parental 0.8, CHO-K1 Ca antag 1, M4 ag 0 and CHRM1 PAM 7.
`O=C(NCc1ccccc1)c1ccc(NC(=O)C2CCCCC2)cc1` gave CHRM1 agonist -2, M1 antag -4, CHRM4 antagonist -2, M1 ag parental 0.3, CHO-K1 Ca antag -20, M4 ag 0 and CHRM1 PAM 2.
Screening Nc1nc2nc[nH]c2c(=O)[nH]1 returned CHRM1 agonist -5, M1 antag -22, CHRM4 antagonist -1, OXTR potentiate 2, CHO parental Ca -10, M1 ag parental 0.2, CHO-K1 Ca antag -12, M4 ag 0 and CHRM1 PAM 0.
`CC(C)(C)c1ccc(S(=O)(=O)N2CCN(C(=O)C3=COCCO3)CC2)cc1` gave CHRM1 agonist -3, M1 antag 1, CHRM4 antagonist -8, OXTR potentiate -7, CHO parental Ca -14, M1 ag parental 3.1, CHO-K1 Ca antag -17, M4 ag 4 and CHRM1 PAM -1.
`Cc1ccc2ncnc(Nc3cccc(C(=O)O)c3)c2c1` gave CHRM1 agonist -8, M1 antag -14, CHRM4 antagonist -7, OXTR potentiate -23, CHO parental Ca 3, M1 ag parental 0.6, CHO-K1 Ca antag -15, M4 ag 1 and CHRM1 PAM 9.
Cc1ccc(C(=O)Nc2cccnc2)cc1Cl was read as CHRM1 agonist -1, M1 antag -15, CHRM4 antagonist 3, OXTR potentiate -5, CHO parental Ca -5, M1 ag parental 1.2, CHO-K1 Ca antag -5, M4 ag 4 and CHRM1 PAM 8.
`O=C(NCc1ccc2c(c1)OCO2)C1CCCN1C(=O)Nc1cccc(F)c1` (stereo not given) gave CHRM1 agonist -2, M1 antag -24, CHRM4 antagonist -3, OXTR potentiate -11, CHO parental Ca -3, M1 ag parental 0.0, CHO-K1 Ca antag -5, M4 ag 1 and CHRM1 PAM 6.
`O=C(NC1CCCCCC1)C(Cc1ccccc1)n1cccc1` (stereo not given) gave CHRM1 agonist -5, M1 antag -14, CHRM4 antagonist -19, OXTR potentiate -4, CHO parental Ca -20, M1 ag parental 2.2, CHO-K1 Ca antag -14, M4 ag -1 and CHRM1 PAM 7.
Screening O=C(c1nnc(-c2ccc(Cl)cc2)o1)C1CCCC1 returned CHRM1 agonist 2, M1 antag -3, CHRM4 antagonist 1, OXTR potentiate -9, CHO parental Ca -11, M1 ag parental 0.4, CHO-K1 Ca antag -13, M4 ag 1 and CHRM1 PAM 9.
Screening C/C(=N\NC(=O)c1ccc([N+](=O)[O-])cc1)c1cccc([N+](=O)[O-])c1 returned CHRM1 agonist -6, M1 antag 3, CHRM4 antagonist 6, OXTR potentiate -8, CHO parental Ca -11, M1 ag parental 0.2, CHO-K1 Ca antag 5, M4 ag 1 and CHRM1 PAM 10.
For Cc1onc(-c2ccccc2Cl)c1C(=O)N1CCN(Cc2ccc3c(c2)OCO3)CC1 the results were CHRM1 agonist -7, M1 antag -6, CHRM4 antagonist 3, OXTR potentiate -11, CHO parental Ca -2, M1 ag parental 3.0, CHO-K1 Ca antag -22, M4 ag 2 and CHRM1 PAM 6.
`C[C@H]1CN([C@@H](C)CO)C(=O)c2cc(-c3cccnc3)cnc2O[C@H]1CN(C)Cc1ccc(Oc2ccccc2)cc1` gave CHRM1 agonist -13, M1 antag -20, CHRM4 antagonist 5, M1 ag parental -0.1, CHO-K1 Ca antag 0, M4 ag -1 and CHRM1 PAM -2.
`Cc1ccc(CN2CCN(C/C(Cl)=C/c3ccccc3)CC2CCO)o1` (stereo not given) gave CHRM1 agonist -13, M1 antag 1, CHRM4 antagonist -5, OXTR potentiate -3, CHO parental Ca -18, M1 ag parental 0.3, CHO-K1 Ca antag 1, M4 ag 5 and CHRM1 PAM -6.
For CCn1cc(C(=O)O)c(=O)c2cc(F)c(N3CCN(C(=S)NC(=O)c4ccc(F)cc4)CC3)cc21 the results were CHRM1 agonist -2, M1 antag -2, CHRM4 antagonist 2, OXTR potentiate -6, CHO parental Ca -30, M1 ag parental 0.8, CHO-K1 Ca antag -8, M4 ag 1 and CHRM1 PAM 2.
Screening O=C(NC1CCN(Cc2ccccc2)CC1)c1ccc(S(=O)(=O)NCc2ccco2)cc1 returned CHRM1 agonist -8, M1 antag -10, CHRM4 antagonist -10, OXTR potentiate -18, CHO parental Ca -5, M1 ag parental 2.3, CHO-K1 Ca antag -2, M4 ag 6 and CHRM1 PAM 1.
Screening Cn1cnc2c(cnn2-c2ccccc2)c1=O returned CHRM1 agonist -3, M1 antag -1, CHRM4 antagonist 4, OXTR potentiate -11, CHO parental Ca -6, M1 ag parental 0.4, CHO-K1 Ca antag 4, M4 ag 0 and CHRM1 PAM 3.
For Cc1nc2ccc(C(=O)N3CCN(c4ccccc4)CC3)cn2c1N(C)C(=O)CCc1ccccc1 the results were CHRM1 agonist -4, M1 antag -7, CHRM4 antagonist -10, M1 ag parental 1.5, CHO-K1 Ca antag 1, M4 ag 3 and CHRM1 PAM 4.
For CCc1cccc(C)c1NC(=O)c1cccnc1 the results were CHRM1 agonist -4, M1 antag -15, CHRM4 antagonist 4, OXTR potentiate 0, CHO parental Ca -4, M1 ag parental 1.1, CHO-K1 Ca antag -12, M4 ag 0 and CHRM1 PAM 9.
`Cc1ccccc1CNC(=O)Cc1ccccc1[N+](=O)[O-]` gave CHRM1 agonist -5, M1 antag 0, CHRM4 antagonist -1, OXTR potentiate -5, CHO parental Ca -14, M1 ag parental 0.0, CHO-K1 Ca antag 15, M4 ag -1 and CHRM1 PAM -2.
Screening Cc1ccc(N2CC(C(=O)Nc3cccnc3)CC2=O)cc1Cl (stereo not given) returned CHRM1 agonist -11, M1 antag -1, CHRM4 antagonist 3, OXTR potentiate -6, CHO parental Ca -19, M1 ag parental 5.1, CHO-K1 Ca antag -15, M4 ag 2 and CHRM1 PAM 0.
For C=CCn1c(SCC(=O)NCc2ccc3c(c2)OCO3)nnc1-c1cccnc1 the results were CHRM1 agonist -5, M1 antag 2, CHRM4 antagonist 1, OXTR potentiate -1, CHO parental Ca -7, M1 ag parental 0.3, CHO-K1 Ca antag -4, M4 ag 1 and CHRM1 PAM 2.
`Cc1cc(Nc2ccc(F)cc2Cl)n2ncnc2n1` gave CHRM1 agonist 1, M1 antag -1, CHRM4 antagonist -7, OXTR potentiate 0, CHO parental Ca -8, M1 ag parental 0.3, CHO-K1 Ca antag -8, M4 ag 2 and CHRM1 PAM 11.
For CC(NS(=O)(=O)c1cc2c3c(c1)CCC(=O)N3CCC2)c1ccccc1 (stereo not given) the results were CHRM1 agonist -1, M1 antag 4, CHRM4 antagonist -4, OXTR potentiate -10, CHO parental Ca 6, M1 ag parental 2.0, CHO-K1 Ca antag 12, M4 ag 3 and CHRM1 PAM -3.
For O=C(CS(=O)(=O)c1ccccc1)N1CCCCC1 the results were CHRM1 agonist 0, M1 antag -20, CHRM4 antagonist -5, OXTR potentiate -2, CHO parental Ca -7, M1 ag parental 1.2, CHO-K1 Ca antag -14, M4 ag 1 and CHRM1 PAM 15.
For CN(Cc1ccccc1)C(=O)CCC(=O)N(C)Cc1ccccc1 the results were CHRM1 agonist -4, M1 antag 1, CHRM4 antagonist 13, OXTR potentiate -16, CHO parental Ca -23, M1 ag parental 0.6, CHO-K1 Ca antag -4, M4 ag 1 and CHRM1 PAM 4.
`COc1ccc(N2CCN(c3oc(Cc4cccc5ccccc45)nc3C#N)CC2)cc1` gave CHRM1 agonist -3, M1 antag -6, CHRM4 antagonist 3, OXTR potentiate -4, CHO parental Ca -17, M1 ag parental 0.4, CHO-K1 Ca antag -6, M4 ag 2 and CHRM1 PAM 0.
Cn1ccnc1COc1ccc(C=O)cc1 was read as CHRM1 agonist -3, M1 antag -1, CHRM4 antagonist -4, OXTR potentiate -2, CHO parental Ca -5, M1 ag parental 0.4, CHO-K1 Ca antag -11, M4 ag 0 and CHRM1 PAM 3.
